Screens from PubChem BioAssay.
Rv3671c inh = Rv3671c (M. tuberculosis) protease inhibition | P9WHR9 | hit rate 0.048% among 320,000 | inhibition, % at 5.96 µM | AID 2606; in the data active means inhibition above about 38%;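 further: extracellular domain of Rv3671c used as enzyme; 0% = enzyme with DMSO and 100% = no enzyme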
Target sequence (P9WHR9 whole entry, looked up, the tested form may be a part): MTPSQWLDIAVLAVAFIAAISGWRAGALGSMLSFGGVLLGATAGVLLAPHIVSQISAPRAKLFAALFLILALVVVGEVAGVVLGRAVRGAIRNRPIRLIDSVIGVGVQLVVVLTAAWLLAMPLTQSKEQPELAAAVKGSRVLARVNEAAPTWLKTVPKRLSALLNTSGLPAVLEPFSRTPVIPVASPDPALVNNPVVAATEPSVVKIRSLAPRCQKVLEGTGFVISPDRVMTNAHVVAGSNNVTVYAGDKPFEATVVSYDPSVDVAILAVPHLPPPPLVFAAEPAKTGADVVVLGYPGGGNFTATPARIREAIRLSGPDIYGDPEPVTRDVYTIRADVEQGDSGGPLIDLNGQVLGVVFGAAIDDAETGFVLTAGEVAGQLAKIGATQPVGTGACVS
3CLpro inhibitor = SARS-CoV 3CLpro protease inhibition. recombinant SARS-CoV 3CLpro, quenched FRET peptide cleavage. hit rate 0.14% among 290,000. inhibition, % at 6 µM; in the data active means inhibition above about 12%
Mtb UGM inh = blocks M. tuberculosis UGM enzyme; P9WIQ1; AID 504406; hit rate 0.06% among 320,000; purified UGM, fluorescence polarization probe displacement; inhibition, % at 10 µM; in the data active means inhibition above about 10%, passing the limit was not always enough
Target sequence (P9WIQ1 whole entry, looked up): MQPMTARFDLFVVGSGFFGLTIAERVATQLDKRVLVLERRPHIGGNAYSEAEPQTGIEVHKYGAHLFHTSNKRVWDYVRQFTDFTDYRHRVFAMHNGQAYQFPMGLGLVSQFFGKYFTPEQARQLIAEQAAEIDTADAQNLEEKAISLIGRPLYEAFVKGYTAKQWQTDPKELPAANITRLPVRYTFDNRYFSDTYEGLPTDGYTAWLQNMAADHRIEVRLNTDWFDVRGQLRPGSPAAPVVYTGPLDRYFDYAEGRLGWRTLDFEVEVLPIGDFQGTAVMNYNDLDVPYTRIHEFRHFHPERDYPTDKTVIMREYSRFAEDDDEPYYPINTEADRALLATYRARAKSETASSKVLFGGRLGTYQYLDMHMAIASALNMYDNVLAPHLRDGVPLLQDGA
Mtb BioA inh = inhibitors of Mycobacterium tuberculosis BioA enzyme. purified M. tuberculosis BioA enzyme, plate reader. inhibition, % at 9.99 µM. hit rate 0.096% among 360,000; in the data active means inhibition above about 40%
Vc quorum ag = induces V. cholerae light production without autoinducers; V. cholerae BH1578 lux reporter, luminescence, 6 h; activation, % at 18.7 µM; hit rate 0.16% among 350,000; AID 588436; in the data active means activation mostly above about 9.7%, no sharp cut-off; further: not every result past the cut was called active; inactives centre near 0; reference of the scale not given here
GDH-TPI counter = counter-screen for M. tuberculosis FBA inhibitors: GDH-TPI coupled enzymes | AID 588335 | hit rate 1.2% among 360,000 | GDH-TPI coupled enzyme counterscreen, NADH absorbance | inhibition, % at 4.8 µM; in the data active means inhibition above about 30%;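 further: 0% = DMSO wells and 100% = wells lacking the enzyme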
MazEF act = activators of E. coli MazEF toxin-antitoxin RNase; P0AE70; FAM/BHQ RNA-DNA oligo cleavage fluorescence, 5 h; activation, % at 20 µM; hit rate 0.32% among 350,000; AID 504720; in the data active means activation above about 50%
Target sequence (P0AE70 whole entry, looked up): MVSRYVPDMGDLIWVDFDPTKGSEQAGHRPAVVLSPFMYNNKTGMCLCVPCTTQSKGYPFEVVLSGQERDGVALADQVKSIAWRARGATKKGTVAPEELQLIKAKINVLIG
FBA Mtb inh = inhibits M. tuberculosis FBA enzyme; inhibition, % at 1 µM; hit rate 2.3% among 360,000; purified M. tuberculosis FBA, fluorescence read-out; AID 588726; P9WQA3; in the data active means inhibition above about 27%;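 further: 0% = vehicle and 100% = reference inhibitor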
DUSP3 inh = blocks human VHR1 dual specificity phosphatase; hit rate 0.52% among 290,000; AID 1654; inhibition, % at 13.3 µM; P51452; recombinant VHR phosphatase, pNPP absorbance; in the data active means inhibition above about 50%; further: some compounds called inactive have numbers as strong as hits
Target sequence (P51452 whole entry, looked up): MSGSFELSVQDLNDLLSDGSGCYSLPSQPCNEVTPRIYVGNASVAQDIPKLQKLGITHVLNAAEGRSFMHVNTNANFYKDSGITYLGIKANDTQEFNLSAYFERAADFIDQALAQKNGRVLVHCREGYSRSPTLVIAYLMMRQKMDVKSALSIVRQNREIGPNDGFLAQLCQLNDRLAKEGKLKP
PriA SSB inh = K. pneumoniae PriA-SSBct interaction inhibition; AlphaScreen SSBct-PriA binding, biotinylated peptide; inhibition, % at 33 µM; hit rate 0.6% among 430,000; in the data active means inhibition mostly above about 37%, no sharp cut-off; inactive means mostly below about 20%;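 further: plate controls were negative control peptide for no effect and reference peptide for full effect; strong numbers were not always called active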
Active calls of the source: *; i = inactive; / = no result given. Some of the compounds tested (hit frequency here may not be typical).

SMILES	Rv3671c inh	3CLpro inhibitor	Mtb UGM inh	Mtb BioA inh	Vc quorum ag	GDH-TPI counter	MazEF act	FBA Mtb inh	DUSP3 inh	PriA SSB inh
COC(=O)c1ccccc1NC(=O)CSc1nnc(-c2cccc(NC(C)=O)c2)n1C	-5	0	2.2	12	/	-8	5	1	10	2
CCCCSCCCNC(=O)Nc1cccc(OC)c1	5	-1	-4.3	2.3	i	2	-1	1	12	-2
c1ccc(-c2nnc(SCc3nc4ccccc4[nH]3)o2)cc1	0	1	0.6	5.1	-2.9	-1	-2	7	-4	-8
Cc1c(C(N)=O)c(-c2ccccc2)nn1-c1ccccc1	-1	-1	-0.5	/	-0.3	10	7	1	-5	-3
CCNc1cc(Nc2c(C)n(C)n(-c3ccccc3)c2=O)c([N+](=O)[O-])c2nonc12	3	0	0.9	1.4	-0.9	9	15	0	14	-7
CCN1C(=O)CC(NC2CCN(C(=O)c3ccc(F)cc3)CC2)C1=O (configuration not stated)	1	-6	0.0	-2.6	i	4	1	0	15	-2
N#Cc1c2n(c3c(=O)[nH]cnc13)CCCC2	4	-2	-2.4	-4.3	i	10	-2	0	12	-1
CCCNC(=O)C(Cc1cccc(Cl)c1)NC(=O)c1ccc(C#N)cc1 (configuration not stated)	8	/	0.4	0.2	5.0	0	6	1	/	6
Cc1ccc2nc(Cl)c(CN(Cc3cccs3)C(=O)C3CC3)cc2c1	-5	3	0.4	-0.9	-0.1	7	4	0	-2	-4
Cc1nn(-c2ccccc2)c(C)c1-c1nnc(-c2c(C)nn(-c3ccccc3)c2C)o1	-4	0	-3.1	/	-0.9	20	-1	-1	36	-5
CC1=C(C(=O)Nc2ccccn2)C(c2ccc(Br)cc2)n2ncnc2N1 (configuration not stated)	3	-2	-0.4	-0.8	i	-13	-6	3	19	-1
CCCCn1c(N)c(N(CCOC)C(=O)CN2C(=O)NC3(CC(C)CC(C)(C)C3)C2=O)c(=O)[nH]c1=O (configuration not stated)	/	/	/	-5.1	i	15	-4	5	/	-9
CCc1cccc(C)c1NC(=O)COC(=O)C1CC(=O)N(CCc2ccc(OC)c(OC)c2)C1 (configuration not stated)	/	/	/	-0.7	-0.9	-1	0	0	/	-1
CCOC(=O)C1CCCN(C(=O)c2cnn3c(C(F)F)cc(-c4ccc(C)cc4)nc23)C1 (configuration not stated)	0	0	0.5	1.2	i	14	7	7	3	-2
C/C=C/c1ccc(OCCn2nnc3ccccc32)c(OC)c1	2	-3	1.2	0.6	i	-7	-8	2	11	-23
O=C(O)c1ccc2nc(C(F)(F)F)[nH]c2c1	2	-6	0.2	-0.3	i	-10	8	-3	0	-14
Cc1c(Cl)cccc1NC(=O)CNc1cccc(C(F)(F)F)c1	8	6	1.0	/	-0.3	5	-10	1	27	-14
Cn1nnnc1SCC(=O)Nc1ccccc1-c1ccccc1	1	-2	1.7	0.0	i	7	-9	-3	-8	-2
N#C/C(=C/c1ccc2c(c1)OCO2)C(=O)Nc1ccc(O)cc1	-2	4	-5.2	-0.9	1.3	16	2	-1	5	-4
CCOC(=O)C1=C(C)N=c2s/c(=C/c3cccc(OCC(=O)O)c3)c(=O)n2C1c1ccc(F)cc1 (configuration not stated)	-8	3	2.9	/	/	/	/	/	15	/
CCOc1cc(C#N)c(NC(=O)c2ccnn2C)cc1OCC	-2	3	1.3	-0.6	-0.2	-5	-5	0	25	-11
O=C(CCl)Nc1cccc(Oc2cnccn2)c1	-7	3	-2.6	-1.3	-1.0	14	8	2	14	-4
O=C1NC(=Nc2ccc(F)cc2)CS1	4	1	0.2	/	-0.3	-3	0	-2	23	-8
CCOC(=O)c1c(C)[nH]c(C)c1S(=O)(=O)N(C)CC(=O)Nc1cccc(C)c1	5	1	0.4	0.4	i	1	-25	4	28	6
COc1ccccc1N(CC(=O)Nc1c(C)n(C)n(-c2ccccc2)c1=O)S(=O)(=O)c1ccc(C)cc1	-2	-2	3.6	-1.2	-2.3	11	2	1	-2	-16
COC(=O)C1=C(N)OC2=C(C(=O)CCC2)C1c1cccnc1 (configuration not stated)	8	1	0.4	1.1	i	11	3	2	22	6
CCOc1ccc(C(=O)Nc2nnc(C)s2)cc1OCC	-8	-4	-1.6	-0.7	i	15	-3	1	8	-5
O=C(CN1C(=O)CCS(=O)(=O)c2ccccc21)NCc1ccccc1	-3	-4	0.1	-1.1	-5.6	3	-1	3	-1	-31
Cc1ccc(S(=O)(=O)NCC(=O)N(CC(=O)NCC2CCCO2)C2CCCC2)cc1 (configuration not stated)	-4	0	4.2	-0.5	i	8	2	2	11	-12
CC(=O)c1ccc(NC(=O)NNS(=O)(=O)c2ccc(F)cc2)cc1	9	1	-2.3	0.4	0.5	1	9	3	0	-7
O=C(CC(c1ccccc1)c1ccccc1O)NCc1ccco1 (configuration not stated)	-14	3	-2.8	1.0	/	2	0	4	-1	2
CC(NC(=O)c1cc(COc2ccc3ncccc3c2)on1)c1ccc(F)cc1 (configuration not stated)	-5	5	-0.4	3.7	i	9	10	8	16	1
COCCCNC(=O)CN1C(=O)COc2ccc(S(=O)(=O)N3CC(C)CC(C)C3)cc21 (configuration not stated)	2	-4	1.0	1.0	-0.4	-3	3	-1	11	-17
Cc1occc1-c1nnc(SCC(=O)O)n1-c1ccccc1	-3	3	2.4	1.4	-0.5	2	-3	-1	23	-17
CS(=O)(=O)c1ccc(C(=O)N2CCN(S(=O)(=O)c3ccc(C4CCCCC4)cc3)CC2)cc1	/	/	/	-3.5	-1.7	9	12	3	/	-10
COC(=O)c1ccc(-c2ccco2)n1Cc1cccc(C)c1	-11	-2	-1.2	0.2	i	5	-3	3	-6	25

Some values from the results shown:
Entry for `COCCCNC(=O)CN1C(=O)COc2ccc(S(=O)(=O)N3CC(C)CC(C)C3)cc21` (configuration not stated) in Rv3671c inh: 2
Entry for `O=C(CC(c1ccccc1)c1ccccc1O)NCc1ccco1` (configuration not stated) in FBA Mtb inh: 4

Other entries
SMILES	Rv3671c inh	3CLpro inhibitor	Mtb UGM inh	Mtb BioA inh	Vc quorum ag	GDH-TPI counter	MazEF act	FBA Mtb inh	DUSP3 inh	PriA SSB inh
CNC(=O)COC(=O)c1[nH]c(C)c(C(C)=O)c1C	-8	1	-0.9	/	i	10	2	0	-18	-27
CCc1ccc(N2C(=O)C3C4C=CC(CC4)C3C2=O)cc1 (configuration not stated)	-8	8	0.4	-1.5	-2.4	-4	2	2	39	-15
Cc1cc(C(=O)NNS(=O)(=O)c2ccc(C(C)(C)C)cc2)nn1C(C)(C)C	-1	2	-1.3	/	-0.6	0	8	-5	-3	-3
O=C(Cc1cccc([N+](=O)[O-])c1)Nc1cccc(C(=O)N2CCCC2)c1	0	/	-0.9	-1.4	-0.3	-1	6	4	/	-3
COc1ccc(C2C(C(C)=O)=C(Nc3ccccc3)CC(C)(O)C2C(C)=O)cc1OC (configuration not stated)	2	3	3.3	1.6	-0.5	16	0	1	-5	11
CCN(CC)S(=O)(=O)c1cc(NC(=O)CCNC(=O)c2ccco2)ccc1C	-1	0	-1.3	1.6	-0.3	0	3	2	7	-2
C/C(Cl)=C/Cn1c(SC(C)C)nc2c1c(=O)[nH]c(=O)n2C	5	-1	-0.8	-0.5	-0.5	1	0	3	13	-3
Cc1nnc(SCC(=O)NCC(=O)Nc2ccc(F)c(F)c2F)n1Cc1ccccc1	-2	3	5.5	/	0.0	-2	5	6	26	2
CCOc1ccc(S(=O)(=O)c2cn(C)c3cc(OC)c(OC)cc3c2=O)cc1	6	2	-1.7	-0.3	-0.3	10	2	2	2	2
C/C(=N\Nc1ccccc1[N+](=O)[O-])c1ccccc1O	2	-1	-3.3	8.8	-0.9	3	17	-1	12	/
CC(NC(=O)c1ccnn1C)C1CCCO1 (configuration not stated)	1	4	-0.9	/	-0.1	5	3	1	30	-10
COc1cccc(C(=O)N2C[C@H]3C[C@@H](C2)c2cccc(=O)n2C3)c1	-1	-3	1.6	-0.1	-0.3	14	9	3	33	/
COc1ccccc1NC(=O)C1CCN(S(C)(=O)=O)CC1	-4	1	0.5	-1.2	i	2	5	2	10	-10
COc1ccc(/C=N/NC(=O)c2cccc(NC(=O)c3ccc(Cl)cc3)c2)c(OC)c1	-66	1	-1.0	/	-0.3	28	9	-1	2	/
O=c1n(Cc2ccccc2)nc2n1-c1ccccc1SC2	8	7	2.1	/	0.3	-7	-7	0	34	-7
O=P(c1cccs1)(c1cccs1)c1cccs1	-1	0	-0.9	0.6	-5.6	-5	-3	2	22	-7
COc1ccc(S(=O)(=O)C(C#N)c2nc3ccccc3nc2N2CCCCC2)cc1 (configuration not stated)	2	-5	0.5	1.3	-0.6	11	-2	6	8	-1
CC1CCN(CC(=O)N2c3ccccc3CC2C)CC1 (configuration not stated)	9	4	-0.7	/	-0.5	6	5	0	5	-6
CC1CCCC(n2c(=S)[nH]c3ccccc3c2=O)C1C (configuration not stated)	-17	3	-1.5	-1.0	-0.6	6	-4	-2	-3	3
Cc1noc(C)c1NC(=O)N(C)C[C@H]1Oc2ccc(NC(=O)Nc3ccccc3)cc2C(=O)N([C@H](C)CO)C[C@@H]1C	4	/	-2.3	-0.2	-6.2	7	6	-1	/	-2
CNc1nc(SCc2ccccc2)nc(N2CCOCC2)n1	5	-1	1.7	-6.5	-0.4	2	-5	3	-10	2
Cc1ccccc1CN1CCN(S(=O)(=O)c2cccc3nsnc23)CC1	1	-2	-1.3	0.8	-0.6	8	-4	0	14	6
COc1ccc(S(=O)(=O)N2CCOC2CNC(=O)C(=O)NCc2ccco2)cc1C (configuration not stated)	0	2	-2.7	-1.2	-0.5	5	10	-3	21	-5
CC(=O)Nc1ccc(-c2cc(C(=O)O)c3ccc(C)cc3n2)cc1	6	4	-0.1	/	i	0	-3	47*	32	-16

6 records drawn at random from the list so far:
SMILES	Rv3671c inh	3CLpro inhibitor	Mtb UGM inh	Mtb BioA inh	Vc quorum ag	GDH-TPI counter	MazEF act	FBA Mtb inh	DUSP3 inh	PriA SSB inh
CC(=O)Nc1ccc(-c2cc(C(=O)O)c3ccc(C)cc3n2)cc1	6	4	-0.1	/	i	0	-3	47*	32	-16
O=P(c1cccs1)(c1cccs1)c1cccs1	-1	0	-0.9	0.6	-5.6	-5	-3	2	22	-7
Cc1ccccc1CN1CCN(S(=O)(=O)c2cccc3nsnc23)CC1	1	-2	-1.3	0.8	-0.6	8	-4	0	14	6
CC1CCCC(n2c(=S)[nH]c3ccccc3c2=O)C1C (configuration not stated)	-17	3	-1.5	-1.0	-0.6	6	-4	-2	-3	3
CC1CCN(CC(=O)N2c3ccccc3CC2C)CC1 (configuration not stated)	9	4	-0.7	/	-0.5	6	5	0	5	-6
COc1ccc(S(=O)(=O)C(C#N)c2nc3ccccc3nc2N2CCCCC2)cc1 (configuration not stated)	2	-5	0.5	1.3	-0.6	11	-2	6	8	-1

Going on with the list:
SMILES	Rv3671c inh	3CLpro inhibitor	Mtb UGM inh	Mtb BioA inh	Vc quorum ag	GDH-TPI counter	MazEF act	FBA Mtb inh	DUSP3 inh	PriA SSB inh
C=CCN1C(=O)NC(c2ccc(OC)cc2)(C(F)(F)F)S/C1=C(\C#N)c1nnc(N2CCOCC2)n1-c1ccccc1 (configuration not stated)	2	-1	1.4	/	-0.3	7	1	0	2	14
COc1ccc2c(c1)c(=O)oc1cc(OCC(=O)N3CCC(C)CC3)ccc12	-9	-5	1.2	0.0	-1.9	18	2	21	21	-7
COCCn1c(SCC(=O)c2ccccc2)nc2c(c1=O)SC(C)C2 (configuration not stated)	6	-3	2.4	7.1	0.9	7	-6	1	18	0
O=C(NC1CC1)C1CCCN1S(=O)(=O)c1ccc2ccccc2c1 (configuration not stated)	-10	5	5.3	1.0	-0.4	2	0	0	18	-13
CCN(CC)c1ccc(NC(=O)Nc2ccccc2)cc1	-4	-2	-0.4	0.2	i	3	14	-4	11	8

For reference, some entries already given.
SMILES	Rv3671c inh	3CLpro inhibitor	Mtb UGM inh	Mtb BioA inh	Vc quorum ag	GDH-TPI counter	MazEF act	FBA Mtb inh	DUSP3 inh	PriA SSB inh
C=CCN1C(=O)NC(c2ccc(OC)cc2)(C(F)(F)F)S/C1=C(\C#N)c1nnc(N2CCOCC2)n1-c1ccccc1 (configuration not stated)	2	-1	1.4	/	-0.3	7	1	0	2	14
COc1ccc2c(c1)c(=O)oc1cc(OCC(=O)N3CCC(C)CC3)ccc12	-9	-5	1.2	0.0	-1.9	18	2	21	21	-7
